FBW7 activator: FBW7 E3 ligase activators, primary screen, biochemical, AlphaScreen, human | AlphaScreen FBW7–phospho-cyclin E peptide binding, activator screen | normalized activity (activation), % at 26.1 µM | hit rate 0.13% among 650,000; in the data active = normalized activity above about 1.9%;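 also: purified mutant Fbw7 with reduced substrate affinity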
Target sequence (Q969H0 whole entry, looked up): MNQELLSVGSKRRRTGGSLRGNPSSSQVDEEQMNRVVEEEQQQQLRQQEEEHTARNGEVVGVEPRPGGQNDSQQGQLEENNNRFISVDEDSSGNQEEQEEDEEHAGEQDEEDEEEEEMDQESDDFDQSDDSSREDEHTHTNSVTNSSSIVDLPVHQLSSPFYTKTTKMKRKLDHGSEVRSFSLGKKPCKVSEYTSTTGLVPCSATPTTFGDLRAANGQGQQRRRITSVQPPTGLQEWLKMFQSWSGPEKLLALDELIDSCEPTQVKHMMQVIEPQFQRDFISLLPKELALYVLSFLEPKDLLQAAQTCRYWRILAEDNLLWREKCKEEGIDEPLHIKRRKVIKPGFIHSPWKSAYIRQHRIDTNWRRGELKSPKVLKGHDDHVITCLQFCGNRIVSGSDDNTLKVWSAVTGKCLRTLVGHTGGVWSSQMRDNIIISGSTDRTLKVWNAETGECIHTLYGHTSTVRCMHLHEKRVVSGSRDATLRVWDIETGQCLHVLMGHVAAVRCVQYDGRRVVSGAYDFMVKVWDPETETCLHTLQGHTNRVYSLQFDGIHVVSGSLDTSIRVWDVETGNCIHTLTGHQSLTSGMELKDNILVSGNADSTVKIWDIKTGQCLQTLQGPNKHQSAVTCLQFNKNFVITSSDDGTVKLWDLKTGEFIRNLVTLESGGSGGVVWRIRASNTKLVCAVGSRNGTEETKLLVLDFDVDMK
TEAD-YAP block: TEAD-YAP interaction inhibition, primary screen, TEAD-YAP interaction inhibitor project, luminescence, HEK-TIYL cells; TEAD-Gal4/YAP UAS-luciferase luminescence; inhibition, % at 9.12 µM; hit rate 1.4% among 640,000; AID 1259422, 2018; in the data active = inhibition above about 32%;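 also: 0% = median of test compound wells and 100% = reference inhibitor wells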
MITF inh: MITF inhibitors, primary screen, biochemical, AlphaScreen, human; Microphthalmia-associated transcription factor (Homo sapiens), O75030; AlphaScreen MITF homodimerization, bead proximity signal; inhibition, % at 2.6 µM; hit rate 0.91% among 650,000; in the data active = inhibition above about 50%;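 also: 0% = vehicle wells with protein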
GPR151 activ: activators of human GPR151, primary screen, cell-based, PathHunter beta-arrestin, luminescence | PathHunter beta-arrestin GPR151 cells | activation, % at 11.2 µM | hit rate 1% among 650,000; in the data active = activation above about 4.9%;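 also: 0% = median of compound wells and 100% = cells with positive control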
Active calls of the source: *; nt = no result given. Outcome played no part in choosing rows; 3.4% or so of the library scored in one or more.

SMILES	FBW7 activator	TEAD-YAP block	MITF inh	GPR151 activ
CCC1CCCCN1Cc1ccc(OC)c(OC)c1 (centres undefined)	0.0	14.0	18.9	1.9
CCOC(=O)c1[nH]c(C)c(C(=O)N2CCCC(C)C2)c1C (centres undefined)	-0.1	-19.0	16.8	0.5
CC(C)CCC1(C2CCN(Cc3c(O)ccc4ccccc34)CC2)NC(=O)NC1=O (centres undefined)	0.0	3.6	6.9	0.2
O=C(NCC1CCC2(CCN(Cc3ccccc3)CC2)O1)c1cc2c([nH]c1=O)CCCC2 (centres undefined)	-0.1	-3.6	-11.3	-0.5
CCOC(=O)C1=C(C)N=C2SC(C)C(=O)N2C1c1ccc(Br)cc1 (centres undefined)	0.3	-10.4	-5.5	1.4
CC1(C)Cc2ccccc2C2CC(O)C(=O)N21 (centres undefined)	0.2	-2.1	-11.9	-1.6
CC1CCCCC1NC(=O)c1ccc(Sc2ccc(Br)cc2)c([N+](=O)[O-])c1 (centres undefined)	-0.1	-0.1	-1.4	-1.8
Cc1ccnc(N/N=C/c2cc([N+](=O)[O-])ccc2Cl)n1	-0.2	-12.9	10.4	0.0
O=C(O)c1ccc2c(=O)[nH]c3c(C(=O)NCCc4ccccc4)sc(=S)n3c2c1	0.4	18.1	12.3	-0.6
CCOC(=O)c1c(NC(=O)CSc2nnc(CNC(=O)c3ccccc3F)n2C)sc2c1CCCCC2	-0.1	4.5	7.8	2.2
COc1ccc(C(=O)c2oc3ccc(N)cc3c2C)cc1	0.5	51.8*	-5.2	1.5
COC(=O)c1nnn(-c2nonc2N)c1CN1CCCC1	0.2	-2.0	15.0	1.0
O=C(CN1CCN(C(=O)c2c(F)cccc2F)CC1)Nc1ccccc1C(F)(F)F	0.2	-0.2	17.1	0.1
CC1=C(C(=O)Nc2ccc(C)c(Cl)c2)C(c2ccc(Cl)cc2)NC(=O)N1 (centres undefined)	0.3	5.3	8.5	0.5
COc1cc(C(N)CC(=O)O)ccc1OCC(N)=O (centres undefined)	0.0	0.4	1.8	0.4
O=[N+]([O-])c1cccc(S(=O)(=O)N(CCCN2CCOCC2)Cc2cccs2)c1	0.0	-5.7	45.4	1.1
NC(=O)/C=C/C(=O)Nc1ccc(C(F)(F)F)cc1	-0.2	10.4	-8.0	-1.0
CN(C)CCCN(CCCN(C)C)Cc1cccc(C(F)(F)F)c1	-0.1	6.4	56.7*	2.4
Cc1n(CC(=O)c2ccc(Cl)c(Cl)c2)c2ccccc2[n+]1C	0.1	16.8	16.8	-0.4
CCOc1ccc(C2C(C(=O)c3ccco3)=C(O)C(=O)N2Cc2cccnc2)cc1OC (centres undefined)	0.0	6.8	11.6	-1.4
NC(=O)COc1ccc(/C=N/NC(=O)CN2CCOCC2)cc1	-0.2	1.0	-7.1	0.4
Cc1[nH]c2ccccc2c1CCN1C(=O)C2C3C=CC(C3)C2C1=O (centres undefined)	0.3	-2.7	13.2	1.3
Cc1cccc(N2C(=O)CC(SCc3nc4ccccc4[nH]3)C2=O)c1 (centres undefined)	-0.1	0.0	9.1	2.4
O=C(O)CCCC(=O)Nc1ccc(C(=O)O)c(O)c1	0.0	-3.8	10.4	1.2
O=C(COC(=O)COc1ccccc1)NC1CCCCCCC1	-0.1	0.1	7.2	-0.2
Cc1csc(SCC(=O)NC2CCCc3c2cnn3-c2ccc(F)cc2F)n1 (centres undefined)	0.0	6.8	3.8	0.5
CC(C)Cn1c2c(c(O)c(C(=O)Nn3c(Cc4ccccc4)nc4ccccc4c3=O)c1=O)CCCC2	0.1	5.8	11.4	0.5
O=C(O)c1ccc(-c2ccc(I)cc2Cl)o1	0.0	-5.1	5.0	0.1
CN(Cc1cccnc1)C(=O)CC1C(=O)NCCN1Cc1c(F)cccc1Cl (centres undefined)	0.0	8.2	4.1	1.4
CC(C)N(CCNc1cc(N2CCC(N3CCOCC3)CC2)nc(N)n1)C(C)C	-0.1	3.6	-1.3	-0.6
COc1ccccc1NC(C)C(=O)N/N=C/c1ccc2c(c1)OCO2 (centres undefined)	0.1	0.6	9.6	3.0
COc1ccc(NC(C)=O)cc1NC=C(C#N)C#N	0.0	1.9	-0.8	-1.2
CSc1cccc(NC(=O)C2CCC(CNc3c(N4CCOCC4)c(=O)c3=O)CC2)c1 (centres undefined)	0.7	17.5	5.0	1.0
Cn1c(C(=O)O)c(CC(=O)Nc2cnc3ccccc3c2)c2ccccc21	0.1	-19.5	-11.5	-1.3
O=C(CSc1ccccn1)N1CCN(S(=O)(=O)c2ccccc2)C1	-0.1	0.8	11.4	3.7
CCCN(CCC)CC(O)CN(c1ccccc1OC)S(=O)(=O)c1ccc(C)cc1 (centres undefined)	-0.3	9.2	4.7	0.3
CC(C)OC(=O)CSc1nnc(-c2ccc(Br)cc2)o1	0.0	4.2	0.5	0.3
COc1ccc(C(=O)NC2CCN(CC(=O)NC3CC3)CC2)cc1	0.0	1.7	9.6	2.9
O=C(O)/C(=C\c1ccc2c(c1)OCO2)NC(=O)c1ccc(Br)o1	0.1	-3.7	10.7	-2.0
OCCN1CCN(C(=S)Nc2ccc(F)cc2)CC1	0.5	-5.9	10.6	1.1
Cc1ccc(-c2nc3ccccc3o2)cc1NC(=O)c1ccccc1	-0.2	-1.7	-2.7	1.0
O=C(Nc1sc2c(c1C(=O)NCC1CCCO1)CCCC2)c1ccco1 (centres undefined)	0.1	12.1	8.8	0.7
COc1ccccc1NC(=O)c1cc2ccccc2o/c1=N\c1sc2c(c1C#N)CCCC2	0.0	-1.1	-10.8	0.2
COc1cccc(C(CNC(=O)c2cc(OC)c(OC)c(OC)c2)N2CCOCC2)c1 (centres undefined)	0.2	-0.6	15.6	-1.0
NC(=O)CSc1n[nH]c(-c2ccncc2)n1	0.1	1.4	17.7	-0.1

Some entries already given, showing only GPR151 activ and FBW7 activator.
| structure | GPR151 activ | FBW7 activator |
| --- | --- | --- |
| CCOC(=O)c1c(NC(=O)CSc2nnc(CNC(=O)c3ccccc3F)n2C)sc2c1CCCCC2 | 2.2 | -0.1 |
| Cn1c(C(=O)O)c(CC(=O)Nc2cnc3ccccc3c2)c2ccccc21 | -1.3 | 0.1 |
| CC(C)Cn1c2c(c(O)c(C(=O)Nn3c(Cc4ccccc4)nc4ccccc4c3=O)c1=O)CCCC2 | 0.5 | 0.1 |
| NC(=O)/C=C/C(=O)Nc1ccc(C(F)(F)F)cc1 | -1.0 | -0.2 |

Further records follow:
SMILES	FBW7 activator	TEAD-YAP block	MITF inh	GPR151 activ
CC1(CC(=O)N/N=C/c2c(F)cccc2Cl)OCCO1	-0.1	3.9	1.8	0.7
CC(=O)N1CCN(c2cc(N3CCC(C)CC3)c(F)cc2[N+](=O)[O-])CC1	-0.1	6.1	1.4	0.6
Cc1cc2nn(-c3ccccc3)nc2cc1NC(=O)c1cccc([N+](=O)[O-])c1C	0.8	4.0	10.3	-0.5
Cc1cc(C)c(S(=O)(=O)N2CCC(C)CC2)cc1Br	0.6	1.5	10.8	-1.8
O=C(c1c(Cl)cccc1Cl)N1CCN(c2ccc(F)cc2)CC1	-0.2	0.5	0.6	-1.9
Cc1cc(C)nc(SCc2nc3ccccn3c2Br)n1	0.1	-25.6	-4.4	1.5
OCCN1CCN(c2ncc(-c3ccc(CO)cc3)n3ccnc23)CC1	-0.3	-47.3	23.6	0.2
Cc1nc2ccc(NC(=O)CCl)cc2[nH]1	-0.2	7.9	0.1	1.5
COc1ccc(C(=O)/C=C/c2cccc(OC)c2OC)cc1OC	0.0	-13.0	-7.7	2.3
CCC(c1nnnn1C(C)(C)CC)N(CCCO)Cc1cc2cccc(C)c2[nH]c1=O (centres undefined)	0.0	-21.2	-6.1	-0.4
Cc1ccc(S(=O)(=O)N(C)Cc2nc(-c3cccc(C)c3)no2)cc1	0.2	-6.0	5.4	-0.2
CCn1c(=N)n(CC(=O)c2ccc(Cl)cc2)c2ccccc21	1.6	-40.8	-32.9	-0.2
O=C(O)CC(NS(=O)(=O)c1ccc(F)cc1)c1ccco1 (centres undefined)	-0.2	-1.2	12.7	0.6
O=C(CN1C(=O)c2ccccc2S1(=O)=O)Nc1nc(-c2ccccc2)cs1	-0.2	-0.4	-7.7	1.5
CCn1c(C(=O)O)c(CC(=O)Nc2ccc(F)cc2F)c2ccccc21	0.0	6.2	4.3	-0.5
CCOC(=O)C1CCCN(Cc2cc(Cl)c3cccnc3c2O)C1 (centres undefined)	-0.5	15.5	35.6	0.3
CCN1CCN(CC(O)CN2CCn3c4c(c5cc(C6CCCCC6)ccc53)CCCC42)CC1 (centres undefined)	0.2	-1.3	50.6*	-0.9
CC(=O)NS(=O)(=O)c1ccc(NC(=O)c2ncoc2-c2ccc(C)cc2)cc1	0.1	5.7	20.6	1.9
Cc1ccc[n+](-c2nc3ccccc3nc2C(C#N)C#N)c1	0.0	-7.4	-7.3	1.4
O=C1C(=O)N(c2ccccn2)C(c2cccnc2)/C1=C(\O)c1ccccc1 (centres undefined)	-0.1	-0.3	2.6	-0.7
Nc1c(C(=O)N2CCOCC2)sc2nc3cc4c(cc3cc12)OCO4	0.0	-35.4	1.4	0.2
CCOC(=O)c1c(NC(=O)C(=O)NN)sc(C)c1C	0.3	8.8	-8.1	0.8
CCS(=O)(=O)N1CCC(n2nnc3cc(F)ccc32)CC1	-0.2	-1.1	2.5	-1.1
COc1ccc(C2C(C#N)=C(N)Oc3n[nH]c(-c4cccc([N+](=O)[O-])c4)c32)cc1OC (centres undefined)	0.0	-4.6	6.7	-1.9
CC1=C(c2ccc(C)cc2)N2CCS(=O)(=O)N=C2S1	0.5	8.3	12.5	-0.7
Cc1ccccc1C(=O)N1N=C(c2ccc(Br)cc2)CC1c1nc2ccccc2[nH]1 (centres undefined)	-0.1	-18.2	8.4	0.2
c1ccc(NNc2nncc(-c3ccccc3)n2)cc1	-0.3	-8.9	-1.7	0.4
COc1ccccc1-n1cc(C(=O)NCC(=O)N2CC(C)CC(C)C2)c2ccccc2c1=O (centres undefined)	-0.1	-1.8	-0.7	0.3
COc1ccc(NC(=O)CSc2ccc3nc(-c4ccccc4)cn3n2)cc1	-0.4	-36.4	1.6	0.5
COc1ccc2c(c1OC)CCC2=O	0.6	4.3	14.8	-2.1

A different layout for part of the listing above:
Molecule,FBW7 activator,TEAD-YAP block,MITF inh,GPR151 activ
COc1ccc2c(c1OC)CCC2=O,0.6,4.3,14.8,-2.1
COc1ccc(NC(=O)CSc2ccc3nc(-c4ccccc4)cn3n2)cc1,-0.4,-36.4,1.6,0.5
O=C1C(=O)N(c2ccccn2)C(c2cccnc2)/C1=C(\O)c1ccccc1 (centres undefined),-0.1,-0.3,2.6,-0.7

Back to the main list with the four entries that preceded the break.
SMILES	FBW7 activator	TEAD-YAP block	MITF inh	GPR151 activ
c1ccc(NNc2nncc(-c3ccccc3)n2)cc1	-0.3	-8.9	-1.7	0.4
COc1ccccc1-n1cc(C(=O)NCC(=O)N2CC(C)CC(C)C2)c2ccccc2c1=O (centres undefined)	-0.1	-1.8	-0.7	0.3
COc1ccc(NC(=O)CSc2ccc3nc(-c4ccccc4)cn3n2)cc1	-0.4	-36.4	1.6	0.5
COc1ccc2c(c1OC)CCC2=O	0.6	4.3	14.8	-2.1
CCCCC[C@@](C)(O)/C=C/[C@H]1[C@H](O)CC(=O)[C@@H]1C/C=C\CCCC(=O)O	nt	nt	10.6	0.1
C/C(=N\NC(=O)c1[nH]nc2c1CCc1ccccc1-2)c1cccc([N+](=O)[O-])c1	-0.1	-14.5	12.5	-1.9
CCN(CC)C(=O)C1CCCN(c2nc(C)cc(Nc3ccc(N4CCOCC4)cc3)n2)C1 (centres undefined)	0.1	-0.9	16.1	1.7
Cc1ccc(Nc2nnc(SCC(=O)NC(C)C(C)C)s2)cc1 (centres undefined)	0.5	-0.5	1.7	-0.2
COCCNC(=O)CCc1c(C)nc2c(c(C)nn2-c2ccc(C)c(C)c2)c1C	-0.3	-2.4	5.9	-0.1
Cc1ccc(C(=O)c2sc3nc4c(c(-c5ccco5)c3c2N)CCCCC4)cc1	0.1	-12.6	47.2	1.4
COc1cc([N+](=O)[O-])ccc1NC(=O)Nc1ccccc1-c1ccccc1	-0.2	9.7	-24.9	3.7
Cc1ccccc1NC(=S)NCc1ccccn1	-0.5	6.3	4.5	-0.4
Cc1ccc(S(=O)(=O)Nc2ccccc2C(=O)Nc2nc(-c3cccs3)cs2)cc1	0.4	0.5	-2.8	-0.9
CC(C)NC(=O)NC(=O)COC(=O)c1ccc(Cl)cc1	0.0	-1.8	-5.8	0.2
CCOC(=O)c1ccc(-n2c(=S)sc3c2nc(SCC(=O)Nc2ccc(OC)cc2OC)n2c4ccccc4nc32)cc1	0.1	-1.0	-26.6	-1.2
Cc1cc(N2CCCCC2)nc2ccc(NC(=O)Cc3cccc(C(F)(F)F)c3)cc12	0.3	3.8	5.5	0.3
Cc1cc(NS(=O)(=O)c2ccc(NC(=O)COc3ccccc3Cl)cc2)nc(C)n1	0.0	-6.1	-1.4	-0.4
Cc1cnc(-c2ccc(N3CCOCC3)nc2)nc1Nc1ccc(Oc2ccccc2)cc1	-0.1	8.3	4.9	-0.4
Cc1ccc(SCC(=O)N2CCCCC2)cc1	0.3	-60.1	-19.4	-0.8
CN1CC(=O)N(CC(=O)Nc2cc(Cl)cc(Cl)c2)C1=O	-0.1	-0.8	11.1	1.7
CC1(C)Cn2c(nc(=O)c(Br)c2N)S1	-0.1	-2.0	-4.6	0.0

Screening results from PubChem BioAssay.
